# Screens from PubChem BioAssay.
# Rin1-Abl PPI inh = human Rin1-Abl interaction inhibition; inhibition, % at 7.35 µM; TR-FRET Rin1/Abl binding, biochemical; hit rate 0.4% among 360,000; in the data active = inhibition above about 5%, passing the limit was not always enough
# Scp1 inh = Scp-1 (human) phosphatase inhibition; Q9GZU7; Recombinant Scp1, phosphopeptide, malachite green phosphate absorbance; inhibition, % at 20 µM; hit rate 0.88% among 340,000; AID 493091;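 active = inhibition above about 50% at 20 µM, limit read from the data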;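 also: plate controls were DMSO wells with enzyme for no effect and wells lacking enzyme for full effect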
# Target sequence (Q9GZU7 76-261 limits assumed): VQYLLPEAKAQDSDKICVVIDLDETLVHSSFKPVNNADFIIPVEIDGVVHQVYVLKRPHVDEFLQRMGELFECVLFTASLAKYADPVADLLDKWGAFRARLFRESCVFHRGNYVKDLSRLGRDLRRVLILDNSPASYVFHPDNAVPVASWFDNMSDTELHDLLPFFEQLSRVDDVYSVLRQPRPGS
#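 Material – SCP-1 phosphatase catalytic domain, residues 76-261 · Buffer or medium – Acidic Tris acetate buffer with magnesium and detergent · Also added – Phospho 17-mer peptide substrate · Compound – single 20 µM dose, 1% DMSO · Times – 45 min room-temperature reaction, 5 min colour, 30 min stabiliser · Technique – Phosphate-binding colour reagent, absorbance read at 630 nm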
# CSN inh = inhibitors of human CSN-mediated cullin deneddylation; Q92905; Purified CSN, SCF-Nedd8-OG deneddylation, fluorescence polarization; inhibition, % at 12.5 µM; hit rate 0.38% among 360,000;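 active = pattern-corrected inhibition above about 35%, with an unprinted fluorescence ratio check between 0.5 and 1.5, limit read from the data, passing the limit was not always enough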;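 also: 0% = enzyme with substrate and 100% = substrate without enzyme; some results filed as inactive read as strong as hits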
#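 Assay system: Purified human Csn5 enzyme expressed in HEK293T cells | Amount: Enzyme 0.24 nM | Measured by: Fluorescence polarization readout | Medium: Tris/NaCl/DTT buffer, pH 7.5 | Compound dosing: One concentration, 12.5 µM, 0.25% DMSO | Times: 90 min incubation of compound, enzyme and substrate at room temperature | Control set: no-enzyme wells high, enzyme-with-substrate wells low | Read-out: % inhibition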
# Neddylation inh = blocks human cullin neddylation. TR-FRET cullin neddylation, biochemical. AID 651699. calls only at 25 µM. hit rate 0.58% among 360,000; in the data active = inhibition above about 36%
# Target sequence (P61081 whole entry, looked up): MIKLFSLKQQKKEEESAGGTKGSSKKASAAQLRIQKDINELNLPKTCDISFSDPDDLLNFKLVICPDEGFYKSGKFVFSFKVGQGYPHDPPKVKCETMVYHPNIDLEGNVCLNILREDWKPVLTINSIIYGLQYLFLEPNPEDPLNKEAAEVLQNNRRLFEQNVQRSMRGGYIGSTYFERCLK
# Target sequence (Q13564 whole entry, looked up): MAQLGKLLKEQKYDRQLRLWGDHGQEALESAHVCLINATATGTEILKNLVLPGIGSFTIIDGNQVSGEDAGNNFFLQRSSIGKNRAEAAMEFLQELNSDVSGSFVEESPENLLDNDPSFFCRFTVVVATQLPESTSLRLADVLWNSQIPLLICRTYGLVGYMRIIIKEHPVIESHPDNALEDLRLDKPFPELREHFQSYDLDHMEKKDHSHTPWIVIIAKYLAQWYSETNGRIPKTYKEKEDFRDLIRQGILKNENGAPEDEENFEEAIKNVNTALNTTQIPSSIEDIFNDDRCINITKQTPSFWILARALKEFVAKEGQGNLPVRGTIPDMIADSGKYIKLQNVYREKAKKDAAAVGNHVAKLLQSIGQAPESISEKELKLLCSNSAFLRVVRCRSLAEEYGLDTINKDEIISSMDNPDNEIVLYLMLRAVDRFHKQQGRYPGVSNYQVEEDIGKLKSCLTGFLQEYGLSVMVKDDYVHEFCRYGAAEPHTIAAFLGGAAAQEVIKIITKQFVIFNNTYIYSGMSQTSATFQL
# SUMO1 PPI mod = alters human SUMO1 binding to SIM partners; P63165; SUMO1 binding to a labelled peptide, TR-FRET, 1 h; inhibition, % at 20 µM; hit rate 0.33% among 360,000; in the data active = inhibition above about 37%
# Target sequence (P63165 whole entry, looked up): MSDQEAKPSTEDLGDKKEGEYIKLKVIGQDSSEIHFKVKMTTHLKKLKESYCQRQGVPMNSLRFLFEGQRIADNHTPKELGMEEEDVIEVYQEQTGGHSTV
# NadD block = inhibitors of Staphylococcus aureus NadD | inhibition, % at 20 µM | AID 602399 | hit rate 0.78% among 360,000 | purified NadD enzyme, colorimetric absorbance read-out; in the data active = inhibition above about 26%; also: some compounds past the cut are filed as inactive
# Rpn11 block = Rpn11 (human) deubiquitinase inhibition; O00487; human 26S proteasome, Ub4-pepOG fluorescence polarization; 20S core pre-blocked with epoxomicin; calls only at 20 µM; hit rate 0.59% among 360,000; AID 588493;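 active = inhibition at 20 µM, scaled to each plate's controls, above about 33%, limit read from the data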
# DNMT1 block = blocks human DNA methyltransferase DNMT1; P26358; DNMT1 molecular beacon, Hinp1I cleavage, fluorescence; inhibition (reported as % activation of signal), % at 10 µM; hit rate 0.83% among 360,000; AID 588458; in the data active = inhibition above about 50%
# STEP inh = STEP (human) phosphatase inhibition. inhibition, % at 20 µM. recombinant STEP, OMFP fluorogenic substrate, fluorescence. hit rate 0.25% among 360,000. P54829. AID 588621;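 active = inhibition at 20 µM, scaled per plate between control wells, above about 37%, limit read from the data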;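 also: 0% = DMSO with enzyme and substrate and 100% = substrate only without enzyme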
#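 Assay system: isolated STEP enzyme. Buffer or medium: pH 6.0 Bis-Tris with DTT and Tween 20. Also added: fluorogenic phosphatase substrate OMFP at 25 µM final. Dosing: 20 µM, 1% DMSO. Timing: 20 min reaction, room temperature, in the dark. Measured by: fluorescence intensity, excitation 480 nm, emission 540 nm. Evaluation: normalized % inhibition.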
# LMPTP block = blocks human LMPTP phosphatase; P24666; recombinant LMPTP-A, OMFP fluorogenic substrate, fluorescence intensity; inhibition, % at 20 µM; hit rate 0.22% among 360,000;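 active = compounds that cut the enzyme signal by at least half of the control window in the single-dose screen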;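 also: plate controls were DMSO wells with enzyme plus substrate for no effect and substrate without enzyme for full effect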
#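 test system = LMPTP-A | amount = 0.625 nM LMPTP-A final | reagent = fluorogenic phosphatase substrate OMFP at 400 µM final | incubation = 50 min at room temperature | benchmarks = no-enzyme low control, uninhibited high control | medium = Bis-Tris pH 6.0, DTT, detergent | signal = fluorescence intensity of OMFP turnover product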
# * hit, by the source's call; i = inactive; . = not tested or not shown; + = active, no number.
1	CCOC(=O)CSc1nc(N)c(C#N)c(-c2ccc(OC)cc2)c1C#N
2	Cc1cc(OCC(=O)c2ccc(C(F)(F)F)cc2)n2cnnc2n1
3	O=CNC(n1cnc2c(N3CCOCC3)ncnc21)C(Cl)(Cl)Cl (centres undefined)
4	CNc1snc(C)c1C(=O)OC(C)C(=O)Nc1ccc(F)cc1 (centres undefined)
5	Cc1ccc2c(c1)C1(C(=O)N2)N2CCCC2C(C(=O)c2ccc3ccccc3c2)C12C(=O)Nc1ccccc12 (centres undefined)
6	Cc1nn(CC(=O)N(C)C2(C#N)CCCCC2)c(C)c1[N+](=O)[O-]
7	O=S(=O)(Nc1nc2ccccc2nc1N1CCN(CCO)CC1)c1cc(F)ccc1F
8	CCc1nc(N[C@@H](Cc2c[nH]c3ccccc23)C(=O)O)c2oc3ccccc3c2n1
9	O=C(O)CSCC(=O)Nc1ccc(Cl)cc1C(F)(F)F
10	COc1ccc2c(C(=O)CN3CCSCC3)c[nH]c2c1
Compound	1	2	3	4	5	6	7	8	9	10
Rin1-Abl PPI inh	-48	-2	-3	-1	-4	0	0	1	-2	-4
Scp1 inh	-6	-5	14	-2	-1	-3	-2	4	-1	29
CSN inh	1	1	-5	5	-3	-1	3	-3	-2	4
Neddylation inh	i	i	i	i	i	i	i	i	i	+
SUMO1 PPI mod	-7	5	-2	1	0	3	1	8	2	-6
NadD block	2	0	-6	6	3	6	1	8	-5	-6
Rpn11 block	i	i	i	i	i	i	i	i	i	i
DNMT1 block	6	2	-1	1	-2	3	-1	-1	2	-3
STEP inh	4	0	-1	1	-2	-1	-2	2	-3	0
LMPTP block	2.1	-2.7	-1.9	-0.8	2.2	-1.2	-1.5	1.6	-1.1	0.7

# Three of these compounds, set out differently:
7) O=S(=O)(Nc1nc2ccccc2nc1N1CCN(CCO)CC1)c1cc(F)ccc1F
  Rin1-Abl PPI inh: 0
  Scp1 inh: -2
  CSN inh: 3
  Neddylation inh: i
  SUMO1 PPI mod: 1
  NadD block: 1
  Rpn11 block: i
  DNMT1 block: -1
  STEP inh: -2
  LMPTP block: -1.5
8) CCc1nc(N[C@@H](Cc2c[nH]c3ccccc23)C(=O)O)c2oc3ccccc3c2n1
  Rin1-Abl PPI inh: 1
  Scp1 inh: 4
  CSN inh: -3
  Neddylation inh: i
  SUMO1 PPI mod: 8
  NadD block: 8
  Rpn11 block: i
  DNMT1 block: -1
  STEP inh: 2
  LMPTP block: 1.6
9) O=C(O)CSCC(=O)Nc1ccc(Cl)cc1C(F)(F)F
  Rin1-Abl PPI inh: -2
  Scp1 inh: -1
  CSN inh: -2
  Neddylation inh: i
  SUMO1 PPI mod: 2
  NadD block: -5
  Rpn11 block: i
  DNMT1 block: 2
  STEP inh: -3
  LMPTP block: -1.1

# Returning to the listing, repeating the 3 entries before the break.
8	CCc1nc(N[C@@H](Cc2c[nH]c3ccccc23)C(=O)O)c2oc3ccccc3c2n1
9	O=C(O)CSCC(=O)Nc1ccc(Cl)cc1C(F)(F)F
10	COc1ccc2c(C(=O)CN3CCSCC3)c[nH]c2c1
11	COC(=O)c1ccsc1NC(=O)CN1C(=O)CCC1=O
12	O=C(Nc1ccc(S(=O)(=O)Nc2nccs2)cc1)c1ccc(F)c(S(=O)(=O)N2CCOCC2)c1
13	CCN(CC)C(=O)c1[nH]cnc1C(=O)Nc1cccc(Cl)c1
14	Cc1cc(OC(=O)c2ccc(Cl)cc2)cc(=O)n1C
15	O=C(NC1CCCCCC1)c1cc(S(=O)(=O)N2CCOCC2)ccc1F
16	Cc1csc(SCC(=O)Nc2cc([N+](=O)[O-])ccc2F)n1
17	COc1ccccc1OCc1csc(NC(=O)c2ccco2)n1
18	COc1ccc(N(Cc2cc3cccc(C)c3[nH]c2=O)C(=O)C2CCCO2)cc1 (centres undefined)
19	O=C1c2ccccc2C(=O)N1CCSc1ccccc1
20	CCOc1ncccc1C(=O)Nc1cccc(-c2nc3cccnc3s2)c1
Compound	8	9	10	11	12	13	14	15	16	17	18	19	20
Rin1-Abl PPI inh	1	-2	-4	1	-4	6	4	-1	0	0	4	-1	1
Scp1 inh	4	-1	29	-3	-16	-4	-2	-8	-15	-7	-13	-12	1
CSN inh	-3	-2	4	-2	-2	-4	3	0	-3	2	-3	4	-4
Neddylation inh	i	i	+	i	i	i	i	i	i	i	i	i	i
SUMO1 PPI mod	8	2	-6	1	8	2	-3	-1	-25	-7	2	-8	-6
NadD block	8	-5	-6	-4	7	3	6	-4	-3	-3	-1	-7	-7
Rpn11 block	i	i	i	i	.	i	i	i	i	i	i	i	i
DNMT1 block	-1	2	-3	1	-4	0	-5	0	5	-3	6	0	-2
STEP inh	2	-3	0	-1	4	-1	-1	0	-2	-1	4	-2	0
LMPTP block	1.6	-1.1	0.7	-0.7	2.6	-0.5	-1.6	-2.7	-0.2	-1.2	-2.4	-0.7	2.2

21	COc1ccc(S(N)(=O)=O)cc1C(=O)OCC(=O)NC(C)(C#N)C1CC1 (centres undefined)
22	COC(=O)C1=CN(Cc2ccc(C)cc2)C=C(C(=O)OC)C1c1ccc(F)c(F)c1
23	CCOCCCNC(=O)c1cccc(NC(=O)C2=C(C)OCCS2)c1
24	CCc1cc2c(SCC(=O)Nc3cc(C)on3)ncnc2s1
25	CC(=O)c1ccc(N2CCN(C(=O)Nc3ccc(F)cc3)CC2)cc1
26	Cc1ccc(N2CC(O)Cn3c2nc2c3c(=O)n(C)c(=O)n2C)cc1 (centres undefined)
27	Cc1noc(C)c1NC(=O)N(C)C[C@H]1Oc2ccc(NS(=O)(=O)c3cn(C)cn3)cc2C(=O)N([C@H](C)CO)C[C@@H]1C
28	COc1cc(C(=O)N2CCN(C)C(C)C2)ccc1OC1CCN(C(C)=O)CC1 (centres undefined)
29	O=C(NCc1cccc(F)c1)C1CCC(=O)N(CCc2cccc(F)c2)C1 (centres undefined)
30	CCCOc1cccc(C2C(C(=O)c3ccco3)=C(O)C(=O)N2CCCn2ccnc2)c1 (centres undefined)
Compound	21	22	23	24	25	26	27	28	29	30
Rin1-Abl PPI inh	-2	1	-1	-22	-1	1	2	3	1	-2
Scp1 inh	-3	-18	-8	-7	.	5	64*	-13	-3	-9
CSN inh	0	8	-3	1	-13	3	2	0	-4	2
Neddylation inh	i	.	i	i	i	i	i	i	i	i
SUMO1 PPI mod	-4	2	-2	1	-3	1	2	4	-5	2
NadD block	-4	-9	-4	-6	-3	-2	5	0	3	16
Rpn11 block	i	i	i	i	i	i	i	i	i	i
DNMT1 block	6	0	0	-1	1	1	6	0	-1	0
STEP inh	2	-1	-2	0	9	-2	0	2	-1	2
LMPTP block	-0.2	4.5	1.1	-1.2	-0.9	-0.9	-1.1	-0.4	-0.9	-0.6

31	Cc1onc(CO)c1C(=O)Nc1nccs1
32	O=C(NCC1CC1)c1cccs1
33	Cc1ccc(S(=O)(=O)Cn2nnnc2C(CC(C)C)N2CCN(C3CCCC3)CC2)cc1 (centres undefined)
34	Cc1ccc(C(=O)/C=C/Nc2cccc([N+](=O)[O-])c2)o1
35	Cc1nn(-c2ccc(F)cc2F)c2c1-c1nc(N3CCCC3)ncc1CC2
36	CCc1nn(CC(=O)NCCN2CCOCC2)c(=O)c2cc3c(OC)cccc3n12
37	COCCn1c(SCC(=O)N2CCCc3ccccc32)nc2cccnc21
38	COc1ccccc1/C=C/CN1CCC(Oc2ccc(C(=O)N3CCCCC3)cc2)CC1
39	O=C(O)Cc1ccc(C(=O)CSc2ccccc2)s1
40	Cc1ccc(C)c(-n2ccnc2SCC(=O)c2c(N)n(C3CC3)c(=O)[nH]c2=O)c1
Compound	31	32	33	34	35	36	37	38	39	40
Rin1-Abl PPI inh	-2	1	2	-7	-3	-7	1	10*	-1	1
Scp1 inh	2	.	0	-3	-1	-4	-2	6	32	4
CSN inh	-13	2	0	-13	2	1	-4	6	0	-4
Neddylation inh	i	i	i	i	i	.	i	i	i	i
SUMO1 PPI mod	3	3	3	-18	12	-11	6	2	-10	1
NadD block	-1	-3	-1	1	3	-2	1	-4	-7	3
Rpn11 block	i	i	i	i	i	i	i	i	i	i
DNMT1 block	-1	-5	-2	4	-5	2	-2	-1	-5	5
STEP inh	0	-1	-3	0	0	1	1	-1	3	-1
LMPTP block	0.4	-1.1	-1.9	0.0	1.4	-1.8	0.4	3.5	16	0.2

41	CC(=O)Nc1ccc(S(=O)(=O)Nc2cccc(-n3cnnn3)c2)cc1
42	Cc1cc(=O)[nH]c(SCc2nnc(-c3ccccc3)o2)n1
43	COc1ccc(CCNC(=O)Cc2cc(OCc3ccccc3)c(OC)cc2[N+](=O)[O-])cc1OC
44	N#CNC(=Nc1cccc(F)c1)SCc1ccccc1
45	CC(CC(=O)NNC(=O)c1ccncc1)c1ccccc1 (centres undefined)
46	CCOC(=O)C(C(=O)OCC)C(C[N+](=O)[O-])c1ccccc1 (centres undefined)
47	CCCCOc1ccc(N2CC(C(=O)NCCc3ccc(OC)c(OC)c3)CC2=O)cc1 (centres undefined)
48	COc1ccc2[nH]cc(C(=O)C(=O)N3CCCCC3)c2c1
49	CCOC(=O)COn1c(=O)c(-c2ccco2)[n+]([O-])c2ccccc21
50	CCCN1C(=O)C(Cc2nc3ccccc3c(=O)n2-c2ccccc2)c2ccccc21 (centres undefined)
Compound	41	42	43	44	45	46	47	48	49	50
Rin1-Abl PPI inh	-2	1	-4	2	2	-6	-2	-3	-1	-2
Scp1 inh	-8	-7	-3	-1	-1	-3	15	4	-5	-2
CSN inh	-3	4	1	-5	-2	0	-15	4	7	-11
Neddylation inh	i	i	i	i	i	i	i	i	i	i
SUMO1 PPI mod	-12	3	-13	-2	0	-2	2	-1	-12	-5
NadD block	-8	-4	-1	-1	0	-5	-4	-3	-1	-3
Rpn11 block	i	i	i	+	i	i	i	i	i	i
DNMT1 block	-1	5	8	-1	0	-15	1	0	-2	1
STEP inh	-4	3	-2	-3	-2	-1	4	-1	0	4
LMPTP block	0.0	-0.8	1.8	-0.1	-1.6	-1.6	-0.2	-1.0	0.5	1.1

51	CC(NC(=O)Cc1cccs1)c1ccc2c(c1)OCO2 (centres undefined)
52	O=C(CCN1C(=O)COc2ccccc21)NCCC1=CCCCC1
53	COC(=O)CSC1=C(C#N)C(c2ccsc2)CC(=O)N1 (centres undefined)
54	CCCCNC(=O)O/N=C(\N)CS(=O)(=O)C(C)(C)C
Compound	51	52	53	54
Rin1-Abl PPI inh	-3	7	-1	-1
Scp1 inh	6	-3	-5	7
CSN inh	0	-3	-1	1
Neddylation inh	i	i	i	i
SUMO1 PPI mod	-1	0	-1	4
NadD block	-5	-5	-2	-1
Rpn11 block	i	i	i	i
DNMT1 block	-1	2	2	1
STEP inh	0	1	0	5
LMPTP block	0.6	-0.6	-0.4	-2.0
